Assay outcomes from PubChem.
KCNQ1 pot – potentiators or activators of human KCNQ1 potassium channel; actives 0.35% (n = 310,000); CHO-K1 KCNQ1, thallium flux FluxOR fluorescence; hits give high values; AID 2648; B-score at 10 µM;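 active = fluorescence ratio B-score, a plate-corrected score, at least three library SD, with initial intensity B-score within 5 SD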
Target sequence (P51787 whole entry, looked up): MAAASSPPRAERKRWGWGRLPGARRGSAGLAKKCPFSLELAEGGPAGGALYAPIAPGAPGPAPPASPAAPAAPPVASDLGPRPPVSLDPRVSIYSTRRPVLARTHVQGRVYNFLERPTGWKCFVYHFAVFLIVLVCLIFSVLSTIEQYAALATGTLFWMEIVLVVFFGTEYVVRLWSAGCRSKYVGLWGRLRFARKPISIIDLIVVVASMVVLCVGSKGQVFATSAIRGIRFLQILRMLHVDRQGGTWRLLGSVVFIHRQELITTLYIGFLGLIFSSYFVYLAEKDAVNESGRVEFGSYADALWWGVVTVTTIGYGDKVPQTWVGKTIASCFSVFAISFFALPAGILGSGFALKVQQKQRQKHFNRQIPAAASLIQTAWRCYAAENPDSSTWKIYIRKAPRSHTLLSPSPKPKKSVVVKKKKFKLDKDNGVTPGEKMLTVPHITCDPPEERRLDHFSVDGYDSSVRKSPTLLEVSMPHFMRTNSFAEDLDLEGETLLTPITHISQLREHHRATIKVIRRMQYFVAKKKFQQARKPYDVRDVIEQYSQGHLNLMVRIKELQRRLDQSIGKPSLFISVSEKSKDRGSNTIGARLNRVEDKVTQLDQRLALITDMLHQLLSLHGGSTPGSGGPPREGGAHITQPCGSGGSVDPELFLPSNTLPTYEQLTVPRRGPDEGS
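Schedule – 37 °C overnight plating, 90-min dark dye load, 20-min compound pretreatment · System – stable KCNQ1 CHO-K1 line · Probe or stimulus – thallium- and potassium-containing depolarizing buffer · Measured by – kinetic FluxOR fluorescence, 10 s baseline plus 110 s post-stimulus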
KCNK9 block – inhibitors of human KCNK9 two-pore domain potassium channel; Q9NPC2; HEK293 KCNK9, FluxOR thallium flux fluorescence; hits give low values; B-score at 10 µM; actives 1.2% (n = 310,000); AID 488922;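 active = ratio B-score over 3 SD below the library mean, with starting fluorescence within 5 SD of its mean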;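 note: negative B-score means less thallium flux so channel inhibition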
RGS4 act – potentiators or activators of RGS4 | HEK293 M3R/inducible RGS4, carbachol calcium flux Fluo4; hits give low values | B-score at 10 µM | actives 0.92% (n = 310,000);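 active = B-score of the integrated calcium signal more than 4 SD below the library mean, with starting fluorescence not abnormally high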;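 note: negative B-score means reduced calcium response which marks RGS4 activation or potentiation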
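Also added: carbachol at ECmax as muscarinic agonist stimulus; Assay system: HEK293 cells with stable M3R and inducible RGS4; Timing: overnight RGS4 induction, 30 min dye load 37 °C, 20 min compound RT; Measured by: Fluo4-AM (2 µM) calcium-flux fluorescence, kinetic read.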
GSK3 alpha inh – human GSK-3 alpha kinase inhibition; P49840; ADP-Glo luminescence, 60 min; inhibition, % at 10 µM; actives 0.1% (n = 320,000);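 in the data active = inhibition above about 50%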;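 note: GST-tagged GSK-3 alpha with peptide substrate and 25 µM ATP; 0% = DMSO neutral wells and 100% = GW8510 positive control wells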
HDAC3 inh – blocks human histone deacetylase 3; O15379; recombinant HDAC3, fluorogenic peptide/trypsin coupled, fluorescence; inhibition, % at 8.3 µM; actives 0.15% (n = 320,000); in the data active = inhibition above about 26%, passing the limit was not always enough
GSK3beta inhib – blocks human GSK3beta kinase activity; GST-GSK3beta kinase, ADP-Glo luminescence, 60 min; hits give low values; actives 0.038% (n = 300,000); activity score (negative = inhibition), % at 10 µM;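 active = more than half of replicate wells score below -50%, meaning over 50% inhibition versus plate controls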;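 note: 0% = median DMSO wells and -100% = median GW8510 positive control wells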
Target sequence (P49841 whole entry, looked up): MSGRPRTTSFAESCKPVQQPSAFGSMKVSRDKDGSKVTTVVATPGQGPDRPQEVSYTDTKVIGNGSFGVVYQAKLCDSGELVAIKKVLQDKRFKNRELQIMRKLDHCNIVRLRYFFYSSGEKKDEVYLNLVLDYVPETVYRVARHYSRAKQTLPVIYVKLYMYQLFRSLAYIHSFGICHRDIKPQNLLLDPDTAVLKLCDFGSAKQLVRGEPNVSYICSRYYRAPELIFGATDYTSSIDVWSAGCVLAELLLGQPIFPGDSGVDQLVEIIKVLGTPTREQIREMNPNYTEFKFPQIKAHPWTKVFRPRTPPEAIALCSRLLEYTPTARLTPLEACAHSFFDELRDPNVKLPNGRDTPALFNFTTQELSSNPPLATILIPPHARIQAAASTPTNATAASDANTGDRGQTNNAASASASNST
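Test system: GST-tagged human GSK3beta kinase, cell-free; evaluation: activity score scaled between in-plate DMSO and GW8510 controls; measured by: ADP-Glo luminescence; incubation: 60 min reaction, RT; benchmarks: DMSO and 20 µM GW8510; reagent: peptide substrate plus 25 µM ATP (final); medium: Tris/MgCl2 kinase buffer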
hERG protect – compounds protecting human hERG from proarrhythmic drug block; Q12809; CHO-hERG, FluxOR thallium flux, dofetilide IC70 present; activation (rescue from dofetilide block), less the hit threshold, % at 10 µM; actives 0.51% (n = 310,000);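 active = activation above the mean of controls blocked by dofetilide plus 5 SD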;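 note: thallium influx through hERG after potassium depolarization seen as dye fluorescence rise; in these data hits start at about 4.7%; inactives centre near -7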
KCNK3 block – human KCNK3 channel inhibition, primary screen; O14649; CHO-KCNK3 thallium flux, FluxOR fluorescence; hits give low values; B-score at 10 µM; actives 0.84% (n = 340,000); AID 602410;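 active = B-score under library mean minus 4 SD, starting fluorescence ratio at most library mean plus 5 SD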;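 note: more negative B-score means stronger inhibition of thallium flux through KCNK3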
DYRK1A inh – blocks rat Dyrk1A kinase activity; Q63470; ADP-Glo luminescence, NFATc1 peptide; inhibition, % at 12.5 µM; actives 0.43% (n = 310,000); AID 504441; in the data active = inhibition above about 50%;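 note: plate controls were vehicle with enzyme for no effect and no enzyme for full effect; many of its hits are not listed in these tables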
KCNQ1 inh – blocks the human KCNQ1 potassium channel. CHO-K1 KCNQ1, FluxOR thallium flux fluorescence; hits give high values. B-score at 10 µM. actives 1.3% (n = 310,000). AID 2642;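 active = compounds whose thallium flux B-score, printed positive for inhibition, exceeds three library SD while starting fluorescence stays within three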;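 note: channel opened by potassium depolarization with thallium stimulus after 20 min compound exposure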
PolyA inh – blocks polyadenylation in yeast reporter cells; AID 1875; S. cerevisiae SKY197-pL101 polyadenylation reporter, beta-gal luminescence; efflux-impaired pdr1/pdr3 knockout yeast; score 100 = 6 SD above DMSO; calls only at 12 µM; actives 0.02% (n = 300,000);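 active = lowest replicate activity score at least 50, where 100 means six control SD above control mean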;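 note: yeast exposed to compound for 9 h at 30 °C; higher score means more reporter readthrough which indicates perturbed polyadenylation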
An asterisk follows results filed as active; i = inactive; . = not tested or not shown.

SMILES	KCNQ1 pot	KCNK9 block	RGS4 act	GSK3 alpha inh	HDAC3 inh	GSK3beta inhib	hERG protect	KCNK3 block	DYRK1A inh	KCNQ1 inh	PolyA inh
CCOC(=O)c1c(C)[nH]c(C)c1S(=O)(=O)N(C)CC(=O)N1CCN(c2ccc(OC)cc2)CC1	i	i	i	.	0	-4	-7	i	2	i	i
O=C(NCc1n[nH]c(=O)c2ccccc12)C1CC(=O)N(c2ccccc2)C1 (stereo unspecified)	i	i	i	2	-5	2	-7	i	4	i	i
O=C(COC(=O)c1ccc(O)cc1O)NC1CCS(=O)(=O)C1 (stereo unspecified)	i	i	i	0	1	1	-8	i	1	i	i
COCCN(C(=O)COC(=O)CSc1ccc(Cl)cc1)c1c(N)n(Cc2ccccc2)c(=O)[nH]c1=O	i	i	i	0	9	2	-6	i	11	i	i
O=C(/C=C/c1ccccc1[N+](=O)[O-])NC1CCCC1	i	i	i	2	-3	0	-7	i	-2	i	i
CC(C)(C#CC(O)(c1ccccc1)c1ccccc1)N1CCCCC1	i	i	-7.1*	-2	-1	-3	-5	i	10	i	i
Cc1ccc(N(C=NC#N)CC(=O)N2CCN(c3ccccc3)CC2)cc1	i	i	i	1	-2	0	-4	i	9	i	i
CCCN(CC(=O)Nc1cc(Cl)ccc1Cl)C(=O)c1ccccc1SCC(=O)N1CCCC1	i	i	i	.	.	1	-10	i	4	i	i
CCN(Cc1ccccc1)C(=O)CSc1nc(C)cc(=O)[nH]1	i	i	i	1	-1	0	-18	i	4	i	i
CCN1CCN(C(=O)CN(c2ccccc2C)S(C)(=O)=O)CC1	i	i	i	-3	-2	-1	-12	i	-4	i	i
O=C(Nc1nc2ccccc2[nH]1)c1cccs1	i	i	i	1	-5	-1	-2	i	9	i	i
Cc1ccc(C(=O)C(OC(=O)CN2C(=O)c3ccccc3C2=O)c2ccccc2)cc1C (stereo unspecified)	i	i	i	-2	-3	1	-4	i	5	i	i
O=C(NC1CCCc2ccccc21)c1cc(S(=O)(=O)N2CCOCC2)ccc1F (stereo unspecified)	i	i	i	-1	4	2	-7	i	9	i	i
O=C(CSc1nc2cccnc2n1Cc1ccccc1)NCc1ccco1	i	i	i	3	-9	-3	2	i	-1	i	i
COc1cc(NC(=O)CSc2nnc(Cn3nnc4ccccc43)n2C)cc(OC)c1	i	i	i	0	6	5	-5	i	-3	i	i
CC1CCN(CC(=O)NCc2ccco2)CC1	i	i	i	-1	0	.	-4	i	9	i	i
COc1ccc(OCCSCc2nnc(NC(=O)Nc3ccc(Cl)cc3)s2)cc1	i	i	i	0	.	2	-6	i	-2	i	.
CCSc1oc(-c2ccccc2)nc1S(=O)(=O)c1ccccc1	i	i	i	-3	3	2	-13	i	-4	i	i
O=C(NCCc1csc(-c2cccnc2)n1)c1ccco1	i	i	i	2	5	-3	-13	i	14	i	i
Fc1ccc(Cn2nnnc2C(c2ccc(Cl)cc2)N2CCSCC2)cc1 (stereo unspecified)	i	-9.4*	i	-1	8	1	-8	i	3	i	i
CCOc1cc2[nH]c(=O)n(Cc3cccc(OC)c3)c(=O)c2cc1OCC	i	i	i	-4	-10	1	-11	i	2	i	i
CCCOC(=O)C1=C(C)NC2=C(C(=O)C(C(=O)OC)C(C)C2)C1c1ccc(N(CC)CC)cc1 (stereo unspecified)	i	i	i	-1	0	-1	-14	i	1	i	i
CCOC(=O)c1nc2nc(C)cc(=O)n2[nH]1	i	i	i	-1	-1	2	-13	i	0	i	i
CCn1c(C2CC(=O)N(c3cc(C)cc(C)c3)C2)nc2ccccc21 (stereo unspecified)	i	i	i	-1	.	1	-8	i	6	i	i
O=C(CN1C(=O)c2ccccc2C1=O)NCC(=O)OCC(=O)c1ccc(Cl)cc1	i	i	i	-1	-1	-2	-10	i	-7	i	i

In another format: results already given
Each structure is followed by: KCNQ1 pot | KCNK9 block | RGS4 act | GSK3 alpha inh | HDAC3 inh | GSK3beta inhib | hERG protect | KCNK3 block | DYRK1A inh | KCNQ1 inh | PolyA inh
CCCN(CC(=O)Nc1cc(Cl)ccc1Cl)C(=O)c1ccccc1SCC(=O)N1CCCC1
    i | i | i | . | . | 1 | -10 | i | 4 | i | i
CCN(Cc1ccccc1)C(=O)CSc1nc(C)cc(=O)[nH]1
    i | i | i | 1 | -1 | 0 | -18 | i | 4 | i | i
CCN1CCN(C(=O)CN(c2ccccc2C)S(C)(=O)=O)CC1
    i | i | i | -3 | -2 | -1 | -12 | i | -4 | i | i
O=C(Nc1nc2ccccc2[nH]1)c1cccs1
    i | i | i | 1 | -5 | -1 | -2 | i | 9 | i | i

Later entries.
SMILES	KCNQ1 pot	KCNK9 block	RGS4 act	GSK3 alpha inh	HDAC3 inh	GSK3beta inhib	hERG protect	KCNK3 block	DYRK1A inh	KCNQ1 inh	PolyA inh
Cc1ccc(O)c(N=Cc2sc3ccccc3c2Cl)c1	i	i	i	-1	6	-6	-7	i	-2	i	i
COc1cnc(NS(=O)(=O)c2ccc(N)cc2)nc1	i	i	i	-2	1	2	-2	i	5	i	i
Cc1ccc(C(N)=Nc2ccccc2)cc1	i	i	i	-3	-5	0	-5	i	-1	i	i
Cc1c(/C(O)=C2\C(=O)C(=O)N(CCN(C)C)C2c2cccs2)cnn1-c1ccccc1 (stereo unspecified)	i	i	i	-3	-13	1	-6	i	-4	i	i
O=C(CCn1nc(-c2ccccc2)ccc1=O)N1CCN(c2ccccc2)CC1	i	i	i	1	1	-4	-4	i	-4	i	i
CCn1cc(C2=NCC(C)O2)c2ccccc21 (stereo unspecified)	i	i	i	0	7	-3	-2	i	4	i	i
Cc1cc(C)c(C#N)c(SCS(=O)Cc2ccccc2)n1 (stereo unspecified)	i	i	i	1	1	3	-3	i	1	i	i
CCc1ccc(S(=O)(=O)N2CC(=O)Nc3ccccc32)cc1	i	i	i	1	-5	1	-4	i	-4	i	i
CCc1nc(Nc2cccc(OC)c2)c2oc3ccccc3c2n1	i	i	i	-1	-2	0	-8	i	1	i	i
O=C(N/N=C\c1ccncc1)c1ccc(Cl)s1	i	i	i	8	1	-6	-7	i	25	i	i
CCOc1ccc(C(=O)OCC(=O)N2CCOCC2)cc1OCC	i	i	i	-1	3	.	-8	i	-2	i	i
CN(Cc1ccc(F)cc1)C(=O)c1cccc(NS(=O)(=O)c2ccccc2)c1	i	i	i	-5	-9	-1	-12	i	-6	i	i
COc1ccc(NC(=O)c2sc3nc(N4CCCC4)c4c(c3c2N)CC(C)(C)OC4)cc1	i	i	i	-4	-16	1	-10	i	.	i	i
Cc1cc(C)nc(N(C#N)Cc2ccccc2C)n1	i	i	i	-2	0	1	0	i	-2	i	i
COc1ccc([N+](=O)[O-])cc1NC(=O)c1ccc(CN(c2ccccc2)S(C)(=O)=O)cc1	i	i	i	-2	9	5	-6	i	-1	i	i
COc1ccc(OC)c(C2CC(=O)c3c([nH]c(C(=O)OC(C)C)c3C)C2)c1 (stereo unspecified)	i	i	i	0	-2	-1	-9	i	7	i	i
Cc1ccc(CCN2CC(C(=O)N3CCN(c4ccc(F)cc4)CC3)CC2=O)cc1 (stereo unspecified)	i	i	i	.	-2	0	-7	i	-4	i	i
O=C(NC1CCCCCC1)C1CCN(S(=O)(=O)c2ccc(F)cc2)CC1	i	i	i	4	1	1	-3	i	6	i	i
O=C(Nc1ccc(Cl)cc1)/C(=C/c1cccc(O)c1)c1nc2ccccc2s1	i	i	i	2	7	3	-4	i	-1	i	i
N#CC1=C(N)Oc2cc(O)ccc2C1c1cccs1 (stereo unspecified)	i	i	i	10	3	-3	-8	i	8	i	i
Cc1[nH]c2ccccc2c1/C=N/NC(=O)c1cccs1	i	i	i	1	3	-1	-14	i	17	i	i
COCCNCCCCOc1ccc(Br)cc1C	i	i	i	-5	-7	3	-8	i	.	i	i
Cc1ccc(C(=O)OCC(=O)NCCNC(=O)COC(=O)c2ccc(C)s2)s1	i	i	i	-3	-2	2	-14	i	-4	i	i
CCOC(=O)c1c(C)[nH]c(C)c1S(=O)(=O)NCCc1ccc(SC)cc1	i	i	i	.	-2	-5	-12	i	-3	i	i
Cc1ccc(P(=O)(O)c2ccc(C)cc2)cc1	i	i	i	0	3	3	-6	i	2	i	i
The listing continues:
SMILES	KCNQ1 pot	KCNK9 block	RGS4 act	GSK3 alpha inh	HDAC3 inh	GSK3beta inhib	hERG protect	KCNK3 block	DYRK1A inh	KCNQ1 inh	PolyA inh
CC(C)CCNC(=O)CSc1nc2ccsc2c(=O)n1NC(=O)c1ccccc1	i	i	i	-1	0	1	-14	i	5	i	i
CCCCCc1c(C)nc(Nc2nc(C)c3cc(OC)ccc3n2)[nH]c1=O	i	i	i	-1	-2	1	-11	i	7	i	i
O=C(COC(=O)c1cccs1)Nc1ccccc1	i	i	i	-3	6	0	-1	i	-3	i	i
COc1ccc(-c2c(C)oc3c(CN4CCN(CCO)CC4)c(O)ccc3c2=O)cc1OC	i	i	i	3	-9	2	-4	i	7	i	i
NC(=O)NC(=O)c1nccnc1C(=O)O	i	i	i	-2	-5	-1	-7	i	-4	i	i
Cc1ccc(-c2nn(-c3ccccc3)cc2CO)cc1	i	i	i	-2	-88	1	-15	i	0	i	i
CCN(CC)CCN(C(=O)c1ccc2c(c1)CCCC2)c1nc2cc(OC)c(OC)cc2s1	i	i	i	7	14	-2	-17	i	-6	i	i
COc1ccc(Cc2nnc(NC(=O)C3CC(=O)N(c4ccccc4)C3)s2)cc1OC (stereo unspecified)	i	i	i	-1	0	9	-9	i	1	i	i
CC(C)[C@@H]1NC(=O)c2cc([N+](=O)[O-])cc(I)c2NCCC[C@@H](C(=O)NC(CC(=O)O)C(N)=O)NC(=O)[C@H](CO)NC1=O (stereo partly specified)	i	i	i	9	-7	0	-7	i	-4	i	i
O=C(O)c1ccc(NC(=O)c2ccc(COc3ccc(Cl)cc3)o2)cc1	i	i	i	0	-2	2	-11	i	-2	i	i
CCOC(=O)C1=C(c2ccccc2)Nc2ncnn2C1c1ccc(C(=O)O)cc1 (stereo unspecified)	i	i	i	2	.	1	-3	i	-2	i	i
CC(Oc1ccc2c(c1)oc(=O)c1ccccc12)C(=O)NC(Cc1c[nH]c2ccc(O)cc12)C(=O)O (stereo unspecified)	i	i	i	2	4	4	-8	i	14	i	i
Cc1nn(CCOc2ccccc2Cl)c(C)c1[N+](=O)[O-]	i	i	i	0	3	1	-5	i	2	i	i

Not all compounds are listed; rates above refer to the full screens.
